OTUD3 block – human OTUD3 deubiquitinase inhibition; 0.7% of 47,000 active; Q5T2D3; inhibition, % at 25 µM; AID 1645858; purified OTUD3, Ub-rhodamine fluorescence, 2 h
USP8 inh – inhibitors of human USP8 deubiquitinase; 4.2% of 47,000 active; inhibition, % at 20 µM; purified USP8, Ub-rhodamine cleavage fluorescence, 30 min; AID 1645853
UCHL1 block – inhibitors of human UCHL1 deubiquitinase; P09936; purified UCHL1, Ub-rhodamine cleavage fluorescence; inhibition, % at 20 µM; 0.2% of 47,000 active
USP10 inh – human USP10 deubiquitinase inhibition; Q14694; purified USP10, Ub-rhodamine fluorescence, 60 min; inhibition, % at 20 µM; 1.1% of 47,000 active
USP28 block – blocks human USP28 ubiquitin-rhodamine cleavage. 3% of 47,000 active. inhibition, % at 25 µM. purified USP28, Ub-rhodamine cleavage fluorescence, 30 min
USP30 inh – inhibitors of human USP30 deubiquitinase | inhibition, % at 25 µM | Q70CQ3 | 5.3% of 47,000 active | purified USP30, Ub-rhodamine cleavage fluorescence
Target sequence (Q70CQ3 whole entry, looked up): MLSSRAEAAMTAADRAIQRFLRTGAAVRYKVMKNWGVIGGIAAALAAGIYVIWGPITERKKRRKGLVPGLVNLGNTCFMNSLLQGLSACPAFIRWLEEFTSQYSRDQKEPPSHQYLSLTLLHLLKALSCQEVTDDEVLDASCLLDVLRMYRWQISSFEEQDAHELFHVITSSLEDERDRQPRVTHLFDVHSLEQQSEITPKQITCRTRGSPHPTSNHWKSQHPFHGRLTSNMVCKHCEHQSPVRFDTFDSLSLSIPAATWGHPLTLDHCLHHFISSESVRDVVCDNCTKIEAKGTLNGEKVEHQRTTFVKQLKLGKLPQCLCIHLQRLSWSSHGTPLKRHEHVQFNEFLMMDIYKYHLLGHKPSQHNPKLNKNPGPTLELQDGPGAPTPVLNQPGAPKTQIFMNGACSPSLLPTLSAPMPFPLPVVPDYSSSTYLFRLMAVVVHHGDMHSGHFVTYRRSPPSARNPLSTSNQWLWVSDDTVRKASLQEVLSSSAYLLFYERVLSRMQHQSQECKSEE
USP7 block – inhibitors of human USP7 deubiquitinase; Q93009; purified USP7, Ub-rhodamine cleavage fluorescence; inhibition, % at 20 µM; 0.3% of 47,000 active
USP17 block – inhibitors of human USP17 deubiquitinase; A8MUK1; purified USP17, Ub-rhodamine cleavage fluorescence, 3 h; inhibition, % at 50 µM; 6.5% of 47,000 active; AID 1645855
* = called active by the depositor; i = inactive. Cut-off read from the data, not from the text of the source: active = inhibition above about 30%; inactive = the rest. An excerpt; rates above refer to the full screens.

SMILES	OTUD3 block	USP8 inh	UCHL1 block	USP10 inh	USP28 block	USP30 inh	USP7 block	USP17 block
Cc1ccc(NC(=O)N2CCN(c3cnn4c(C5CC5)nnc4c3)CC2)cc1	2	-2	-4	3	18	2	0	-1
COc1c(O)c2c(=O)cc3c4c5c(cc(=O)c6c(O)c(OC)c(C[C@H](C)O)c(c(c1C[C@H](C)O)c24)c65)OCO3	-71	-128	-5	-9	-125	i	-34	-153
COc1cccc2sc(N3CCN(c4ccccc4)CC3)nc12	7	9	1	2	-3	18	1	12
O=C(NC1CCN(c2cc(-c3ccc(Cl)cc3)[nH]n2)C1)c1ccncc1 (stereo unspecified)	-10	-60	0	-5	-19	-22	-6	-38

Copied from the list.
OTUD3 block with Cc1ccc(NC(=O)N2CCN(c3cnn4c(C5CC5)nnc4c3)CC2)cc1 = 2
USP10 inh with O=C(NC1CCN(c2cc(-c3ccc(Cl)cc3)[nH]n2)C1)c1ccncc1 (stereo unspecified) = -5

Among those listed so far, two contain four or more nitrogen atoms:
SMILES	OTUD3 block	USP8 inh	UCHL1 block	USP10 inh	USP28 block	USP30 inh	USP7 block	USP17 block
Cc1ccc(NC(=O)N2CCN(c3cnn4c(C5CC5)nnc4c3)CC2)cc1	2	-2	-4	3	18	2	0	-1
O=C(NC1CCN(c2cc(-c3ccc(Cl)cc3)[nH]n2)C1)c1ccncc1 (stereo unspecified)	-10	-60	0	-5	-19	-22	-6	-38

Bioassay records as filed in PubChem.
